MCL1 BIM primary: disrupts human MCL1 binding to BIM-BH3 peptide. GST-MCL1 / FITC-Bim-BH3 fluorescence polarization. Q07820. inhibition, % at 10.9 µM. 320,000 tested, 0.68% active. AID 2057;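 active = inhibition above the mean inhibition of all tested compounds plus 3 SD, set per campaign, cut at about 40% in these data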;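 also: 0% = DMSO wells and 100% = unlabeled Bim-BH3 peptide control; higher means more loss of mP so more displacement of Bim peptide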
GSTO1 counter: blocks human GSTO1 in RBBP9 counter-screen; recombinant GSTO1, activity-based probe fluorescence polarization; inhibition, % at 5.96 µM; 300,000 tested, 1.1% active;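 active = inhibition above the campaign mean inhibition plus 3 SD, cut at about 35% in these data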;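 also: 0% = GSTO1-1 with DMSO and 100% = wells lacking GSTO1-1 enzyme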
GLD-1 RNA inh: GLD-1-TGE RNA interaction inhibition (C. elegans) | AID 2280 | Q17339 | 320,000 tested, 0.44% active | inhibition, % at 5.96 µM | purified GLD-1 + fluorescein TGE RNA, fluorescence polarization;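 active = percent inhibition above a per-plate cutoff, the plate mean of test compounds plus 3 SD, cut at about 30% in these data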;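 also: 0% = DMSO wells with GLD-1 and probe and 100% = wells lacking GLD-1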
Bcl-xL primary: Bcl-xL (human) inhibition. GST-Bcl-xL / FITC-Bim BH3 peptide fluorescence polarization. inhibition, % at 10.9 µM. 320,000 tested, 0.7% active. AID 2129;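 active = inhibition above the mean of all tested compounds plus 3 SD, cutoff set per campaign, cut at about 30% in these data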;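 also: 0% = DMSO wells and 100% = unlabeled Bim-BH3 peptide competitor; inhibitors lower millipolarization by displacing the labeled peptide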
TPT1 inhibitor: C. albicans TPT1 enzyme inhibition; recombinant caTPT1, FP RNA substrate dephosphorylation; AID 1962; inhibition, % at 5 µM; 300,000 tested, 0.81% active;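 active = inhibition above the mean of all tested compounds plus 3 SD, set per screening campaign, cut at about 24% in these data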;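 also: plate controls were DMSO alone for no effect and ferristatin control at 100 nM for full effect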
MEX-5 binding: C. elegans MEX-5 TCR-2 RNA binding activity. Q9XUB2. activity score (negative = inhibition of binding), % at 10 µM. 300,000 tested, 0.38% active. MEX-5/FITC-TCR2 RNA binding, fluorescence polarization; stronger effect = lower value. AID 1832;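 active = inhibition past about -25% in most replicates, and total fluorescence under double the plate's negative control median, limit read from the data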;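 also: 0% = DMSO and -100% = 5 µM competing unlabeled TCR2 RNA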
PME-1 primary: PME-1 (human) inhibition | AID 2130 | 320,000 tested, 0.53% active | recombinant PME-1, FP-Rh probe fluorescence polarization | inhibition, % at 5.9 µM | Q9Y570;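 active = inhibition above the campaign mean of all compounds plus 3 SD, cut at about 26% in these data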;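 also: competitive labeling of PME-1 active site by serine hydrolase directed probe; 0% = PME-1 with DMSO and 100% = wells lacking PME-1 enzyme; inhibitors block probe labeling so polarization falls and inhibition rises; many of its hits are not listed in these tables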
Target sequence (Q9Y570 whole entry, looked up): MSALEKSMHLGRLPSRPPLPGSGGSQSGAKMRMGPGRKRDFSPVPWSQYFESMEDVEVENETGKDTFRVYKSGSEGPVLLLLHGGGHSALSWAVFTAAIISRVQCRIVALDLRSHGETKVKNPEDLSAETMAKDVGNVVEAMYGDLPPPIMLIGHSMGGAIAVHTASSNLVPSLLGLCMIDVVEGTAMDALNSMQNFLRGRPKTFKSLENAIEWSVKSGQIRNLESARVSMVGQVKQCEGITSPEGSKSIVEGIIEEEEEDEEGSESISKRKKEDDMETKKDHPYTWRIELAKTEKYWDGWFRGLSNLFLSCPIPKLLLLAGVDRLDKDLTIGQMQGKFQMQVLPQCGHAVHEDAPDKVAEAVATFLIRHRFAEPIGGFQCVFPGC
Fam108B counter: counter-screen for RBBP9 inhibitors: inhibitors of mouse Fam108B | recombinant Fam108B, FP-Rh probe fluorescence polarization | inhibition, % at 9.51 µM | 300,000 tested, 0.33% active;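 active = inhibition above the screen mean inhibition plus 3 SD, computed separately per campaign, cut at about 18% in these data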;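 also: inhibitors lower polarization as less probe binds the enzyme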
PAD4 inh: inhibitors of human PAD4; Q9UM07; recombinant PAD4, RCA probe fluorescence polarization; 330,000 tested, 0.41% active; AID 485272; inhibition, % at 6.36 µM;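 active = percent inhibition above a cutoff equal to the mean of all tested compounds plus 3 SD, cut at about 15% in these data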;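 also: 0% = PAD4 with RCA probe and DMSO and 100% = probe without PAD4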
Target sequence (Q9UM07 whole entry, looked up): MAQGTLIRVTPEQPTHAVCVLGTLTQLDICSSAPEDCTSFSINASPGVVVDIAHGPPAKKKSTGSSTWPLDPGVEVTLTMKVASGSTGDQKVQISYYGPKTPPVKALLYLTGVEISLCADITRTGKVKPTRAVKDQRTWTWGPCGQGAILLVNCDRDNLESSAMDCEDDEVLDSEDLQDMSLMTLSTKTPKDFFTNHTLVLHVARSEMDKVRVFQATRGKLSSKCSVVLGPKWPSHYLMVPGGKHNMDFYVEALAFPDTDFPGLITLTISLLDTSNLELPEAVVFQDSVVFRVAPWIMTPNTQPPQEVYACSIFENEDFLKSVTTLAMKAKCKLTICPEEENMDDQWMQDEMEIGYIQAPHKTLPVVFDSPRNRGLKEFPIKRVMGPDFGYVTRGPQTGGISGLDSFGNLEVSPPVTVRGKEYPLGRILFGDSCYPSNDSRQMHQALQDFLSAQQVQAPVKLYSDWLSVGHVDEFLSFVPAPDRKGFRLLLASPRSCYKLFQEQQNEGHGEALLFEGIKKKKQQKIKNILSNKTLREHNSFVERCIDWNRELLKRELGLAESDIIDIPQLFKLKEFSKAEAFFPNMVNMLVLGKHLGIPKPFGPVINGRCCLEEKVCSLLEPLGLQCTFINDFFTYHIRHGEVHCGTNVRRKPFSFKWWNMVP
The depositor's hits bear a star; · = no result given. An excerpt. The share of hits here may be higher or lower than overall.

1. Cc1nc2c(c(=O)c3ccccc3n2C)c(=O)n1C1CCCCCC1
2. COc1ccc(S(=O)(=O)N2CCOCC2)cc1NC(=O)COC(=O)CCOc1ccc(C)cc1
3. CC(C)OCCCNC(=O)c1cccs1
4. COc1cc(C(=O)Nc2ccc(S(=O)(=O)N3CCc4ccccc43)cc2)cc(OC)c1OC
5. CCOC(=O)c1ccc(NC(=O)CSc2nc(=O)n3cccc(C)c3n2)cc1

Screen / compound no.,1,2,3,4,5
MCL1 BIM primary,7,3,7,-2,5
GSTO1 counter,-4,4,-1,-30,-5
GLD-1 RNA inh,-2,-8,9,-2,-1
Bcl-xL primary,7,3,1,-2,2
TPT1 inhibitor,-1,2,1,-3,-2
MEX-5 binding,1.5,-2.8,-1.7,1.1,-4.3
PME-1 primary,-1,7,2,-50,-17
Fam108B counter,-5,6,3,-37,2
PAD4 inh,2,-2,-7,1,-4

6. COC(=O)[C@H](CCSC)NC(=O)NCc1ccccn1
7. O=C(OCN1C(=O)c2ccccc2C1=O)c1cccs1
8. COC(=O)CCC(=O)OC1(C)C(=O)C=C2C=C(C3CC3)N(C3CCCC3)C=C2C1=O (stereo not drawn)
9. N#Cc1c(C(F)(F)F)cc(C2CC2)[nH]c1=O
10. COc1ccc(C(=O)/C=C/Nc2ccc([N+](=O)[O-])cc2C)cc1OC

Screen / compound no.,6,7,8,9,10
MCL1 BIM primary,2,1,5,-2,-5
GSTO1 counter,-7,25,26,-4,-1
GLD-1 RNA inh,-3,0,13,4,3
Bcl-xL primary,-1,4,8,-2,-7
TPT1 inhibitor,3,1,0,2,12
MEX-5 binding,3.3,0.1,-2.6,2.1,-43*
PME-1 primary,0,-5,4,5,-3
Fam108B counter,1,4,-3,0,-1
PAD4 inh,-3,-1,-5,1,0

11. COC(=O)CCCC(=O)NC1CCCN(C2Cc3ccccc3C2)C1 (stereo not drawn)
12. COc1ccc(Br)c(C(=O)Nc2nc3ccccc3[nH]2)c1
13. COc1ccc2c(C(=O)c3ccc(Cl)cc3)n(CCCC(N)=O)[n+]([O-])c2c1
14. CCOC(=O)c1c(C(C#N)C#N)cc(C)nc1C
15. Cc1ccc(S(=O)(=O)NCCCNS(=O)(=O)c2ccccc2[N+](=O)[O-])cc1

Screen / compound no.,11,12,13,14,15
MCL1 BIM primary,-7,0,12,2,7
GSTO1 counter,7,-1,4,-2,27
GLD-1 RNA inh,6,-2,5,-7,0
Bcl-xL primary,3,0,8,6,0
TPT1 inhibitor,2,-3,-2,-2,0
MEX-5 binding,-1.2,1.7,1.4,-0.3,-2.3
PME-1 primary,-8,-2,1,2,1
Fam108B counter,-3,4,-1,2,-2
PAD4 inh,-4,2,-2,-1,0

16. COc1cccc(CNC(=O)C2CCN(c3nn4c(=O)cc(C)nc4s3)CC2)c1
17. CCCCSc1nc(C)cc(C)c1S(=O)(=O)c1ccccc1C
18. COc1ccccc1CCC(=O)Nc1nccs1
19. CCn1cc(Br)c(C(=O)N(C)Cc2ccccc2)n1
20. COc1ccc(/C=N/NC(=O)c2ccc(Br)o2)cc1Cn1cc([N+](=O)[O-])cn1

Screen / compound no.,16,17,18,19,20
MCL1 BIM primary,2,9,-2,-4,8
GSTO1 counter,5,-4,1,3,3
GLD-1 RNA inh,5,2,-7,2,6
Bcl-xL primary,6,6,2,4,5
TPT1 inhibitor,-1,-3,-1,-3,0
MEX-5 binding,0.1,-2.0,0.5,2.6,-1.1
PME-1 primary,7,2,-1,2,-3
Fam108B counter,10,-3,-5,1,-3
PAD4 inh,4,-5,-2,-5,-1

21. O=C(Nc1ccc(S(=O)(=O)N2CCCCC2)cc1)c1ccco1
22. C#CCOCCOCCOCCNc1nc(N2CCN(C(=O)[C@H](CCC(=O)O)n3cc(C(N)Cc4ccc(O)cc4)nn3)CC2)nc(N2CCN(C(=O)[C@H](Cc3cc4ccccc4[nH]3)n3cc(C(N)CC(C)C)nn3)CC2)n1 (stereo partly drawn)
23. CC1CCCC(NC(=O)COC(=O)/C=C/c2ccco2)C1C (stereo not drawn)
24. O=C(NCCN1CCOCC1)C(=O)NCC1OCCN1C(=O)c1ccc(Cl)cc1 (stereo not drawn)
25. O=C(CCNC(=O)c1ccccc1)N=Nc1c(O)[nH]c2ccccc12

Screen / compound no.,21,22,23,24,25
MCL1 BIM primary,1,-9,6,5,6
GSTO1 counter,0,0,·,4,-4
GLD-1 RNA inh,9,5,1,4,0
Bcl-xL primary,1,-1,1,10,-2
TPT1 inhibitor,1,2,·,-3,1
MEX-5 binding,-2.4,0.4,·,3.4,-1.8
PME-1 primary,-1,0,0,-1,3
Fam108B counter,-3,-1,·,-3,-5
PAD4 inh,2,-3,2,1,-3

26. CC(=O)CCc1oc2ccc(C)cc2c1-c1ccccc1
27. CCOCCCNC(=O)c1ccc(Br)cc1
28. NC(=O)c1ccc(SCC(=O)OCC(=O)NC2CCCCCCC2)c([N+](=O)[O-])c1
29. O=c1[nH]c(=O)n([C@H]2C[C@H](O)[C@@H](CO)O2)cc1F
30. CC(C)CC(C(=O)NCC1CCCO1)N(C(=O)Cn1nnc(-c2ccc(F)cc2)n1)c1ccccc1F (stereo not drawn)

Screen / compound no.,26,27,28,29,30
MCL1 BIM primary,-1,1,16,-8,-1
GSTO1 counter,-3,-1,·,-1,10
GLD-1 RNA inh,1,-2,-7,-5,0
Bcl-xL primary,3,4,15,2,5
TPT1 inhibitor,2,-2,·,3,-6
MEX-5 binding,-1.3,0.9,·,1.6,0.4
PME-1 primary,-4,-4,-4,2,7
Fam108B counter,2,4,·,4,2
PAD4 inh,-7,1,2,2,-7

31. O=C(COC(=O)C(Cc1ccccc1)NC(=O)c1ccccc1)c1ccccc1 (stereo not drawn)
32. O=C(CCC(=O)N/N=C/c1ccc(Br)s1)NCc1ccccc1
33. CN(C(=O)COC(=O)CSCc1cccc(Cl)c1)c1c(N)n(Cc2ccccc2)c(=O)[nH]c1=O
34. Cc1nc(CN(C)C(=O)c2cc(COc3ccc4ncccc4c3)on2)cs1
35. Cc1nnc2ccc(-c3ccc(NS(=O)(=O)c4ccc(Cl)s4)cc3)nn12

Screen / compound no.,31,32,33,34,35
MCL1 BIM primary,-5,6,-17,4,6
GSTO1 counter,6,0,·,5,·
GLD-1 RNA inh,-5,2,4,2,1
Bcl-xL primary,0,-3,2,3,10
TPT1 inhibitor,-1,-2,·,-2,·
MEX-5 binding,1.6,-0.8,·,1.9,·
PME-1 primary,1,3,-3,-1,3
Fam108B counter,-5,0,·,4,·
PAD4 inh,3,-4,4,-3,-1

36. COc1cc(C(=O)NCc2ccc(-c3nc4ccccc4o3)cc2)cc(OC)c1OC
37. Cc1[nH]c2ccc(Br)cc2c(=O)c1CN1CCCCC1
38. CN(C1CCCCC1)C(CNS(=O)(=O)c1ccccc1)c1ccccc1 (stereo not drawn)
39. Cc1ccc(NC(=O)CCN2C(=O)NC3(CCCC3)C2=O)cc1S(=O)(=O)N1CCOCC1
40. CCC(C)NC(=O)CSc1ccc(S(=O)(=O)N2CCN(Cc3ccccc3)CC2)cn1 (stereo not drawn)

Screen / compound no.,36,37,38,39,40
MCL1 BIM primary,-1,1,7,5,-3
GSTO1 counter,-7,-1,2,·,·
GLD-1 RNA inh,1,3,2,5,3
Bcl-xL primary,0,3,7,3,1
TPT1 inhibitor,3,-4,-4,·,·
MEX-5 binding,2.5,-2.8,0.1,·,·
PME-1 primary,0,2,-1,5,-9
Fam108B counter,-4,1,5,·,·
PAD4 inh,-6,5,6,-1,-1

41. COc1ccc(-c2nsc3c(N4CCCCC4C)ncnc23)cc1 (stereo not drawn)
42. CC(=O)NCCC(Cc1ccccc1)c1ccco1 (stereo not drawn)
43. COc1cccc(Cn2nnc(C(=O)NCc3ccc4c(c3)OCO4)c2N)c1
44. COc1ccc(CCNC(=O)c2ccccc2OCc2ccccc2)cc1
45. Nc1nc(-c2ccco2)nn1S(=O)(=O)c1ccccc1

Screen / compound no.,41,42,43,44,45
MCL1 BIM primary,1,0,1,2,11
GSTO1 counter,15,7,2,3,3
GLD-1 RNA inh,3,0,-7,6,1
Bcl-xL primary,6,4,9,0,4
TPT1 inhibitor,-2,-1,-1,4,-1
MEX-5 binding,-0.3,-0.5,-1.0,1.0,-1.2
PME-1 primary,-3,0,-3,12,0
Fam108B counter,-7,4,2,-3,6
PAD4 inh,-3,-8,-2,-10,-1

4 records picked at random from the list so far, as already listed:
45. Nc1nc(-c2ccco2)nn1S(=O)(=O)c1ccccc1
44. COc1ccc(CCNC(=O)c2ccccc2OCc2ccccc2)cc1
41. COc1ccc(-c2nsc3c(N4CCCCC4C)ncnc23)cc1 (stereo not drawn)
43. COc1cccc(Cn2nnc(C(=O)NCc3ccc4c(c3)OCO4)c2N)c1

Screen / compound no.,45,44,41,43
MCL1 BIM primary,11,2,1,1
GSTO1 counter,3,3,15,2
GLD-1 RNA inh,1,6,3,-7
Bcl-xL primary,4,0,6,9
TPT1 inhibitor,-1,4,-2,-1
MEX-5 binding,-1.2,1.0,-0.3,-1.0
PME-1 primary,0,12,-3,-3
Fam108B counter,6,-3,-7,2
PAD4 inh,-1,-10,-3,-2

Continued:
46. O=C(N=C1SC2CS(=O)(=O)CC2N1c1cccc(Cl)c1Cl)C1CC1 (stereo not drawn)
47. COc1ccc(CCNC(=O)C(Sc2ccccn2)c2ccccc2)cc1OC (stereo not drawn)
48. Cc1ccccc1Nc1nc(NCc2ccco2)c2ccccc2n1
49. O=C(CCc1cnccn1)NC1CCCc2c1cnn2-c1ccc(F)cc1F (stereo not drawn)
50. CCOc1ccc(C(=O)Nc2ccncc2)cc1

Screen / compound no.,46,47,48,49,50
MCL1 BIM primary,2,1,3,-1,5
GSTO1 counter,3,9,24,5,-3
GLD-1 RNA inh,0,-5,9,-5,5
Bcl-xL primary,2,2,3,1,3
TPT1 inhibitor,0,-5,-4,3,1
MEX-5 binding,-1.3,-0.8,-1.4,0.6,-4.2
PME-1 primary,-5,-7,5,-2,-2
Fam108B counter,2,2,3,3,1
PAD4 inh,0,-1,-5,3,-4

51. COc1ccc2[nH]c(=O)c(CN(c3ccccc3)S(=O)(=O)c3ccccc3)cc2c1
52. Cc1ccc(-n2nnnc2SCc2nnc(-c3ccccc3Br)o2)c(C)c1
53. Cn1cc(CN2CCN(Cc3cccnc3)CC2)c(-c2ccc3c(c2)OCCO3)n1
54. COc1ccc(-c2[nH]ncc2CN2C[C@@H]3CCC[C@H]2C3)c(F)c1

Screen / compound no.,51,52,53,54
MCL1 BIM primary,6,2,-2,0
GSTO1 counter,0,-7,-7,-2
GLD-1 RNA inh,2,-3,5,7
Bcl-xL primary,4,2,5,2
TPT1 inhibitor,-2,5,0,3
MEX-5 binding,3.4,1.8,-0.7,0.3
PME-1 primary,-6,5,-5,3
Fam108B counter,2,0,0,-1
PAD4 inh,3,-3,-6,-5

Compound activity deposited in PubChem BioAssay by several laboratories.
